Source: PubChem BioAssay
NCI-60 one-dose screen, 48 h, at 10 µM unless noted. Numbers give growth in % (100 = growth as untreated, 0 = no growth, -100 = all killed).
NCI-H226 – NCI-H226 lung cancer; 79,000 compounds, 3.5% hits; AID 1794732
ACHN – ACHN renal cancer | 81,000 compounds, 4.9% hits
A498 – A498 renal cancer cells; AID 1794774; 76,000 compounds, 5.4% hits
NCI-H460 – NCI-H460 lung cancer. 82,000 compounds, 6.8% hits. AID 1794736
NCI-H522 – NCI-H522 lung cancer; 78,000 compounds, 8% hits; AID 1794739
NCI/ADR-RES – NCI/ADR-RES ovarian cells | 81,000 compounds, 4.4% hits | AID 1794790
NCI-H23 – NCI-H23 lung cancer; 80,000 compounds, 4% hits
CAKI-1 – CAKI-1 renal cancer; 75,000 compounds, 4.7% hits
RXF 393 – RXF 393 renal cancer cells; 77,000 compounds, 6.9% hits; AID 1794773
An asterisk follows results filed as active; nt = not tested or not shown; & = joins results of further samples; [ ] = remark or other dose. Rule for the calls: active = growth percent below 10; inactive = the rest.

SMILES	NCI-H226	ACHN	A498	NCI-H460	NCI-H522	NCI/ADR-RES	NCI-H23	CAKI-1	RXF 393
Cn1c(C#N)ccc1-c1cccc(N2C(=O)NC(C)(C)C2=O)c1	122	105	102	111	90	107	102	94	119
CN(N=O)c1ccc(Cc2ccc(N(C)N=O)cc2)cc1	93	91	95	96	55	88	77	94	89
COc1ccc(C2CC(=O)Nc3cc4c(cc32)OCO4)cc1 (stereo not given)	74	97	nt	100	63	87	89	89	nt
O=C1COCCN1c1ccc(NCc2cn(Cc3cccc4ccccc34)c3ccccc23)cc1	5.1*	91	-39*	64	86	78	84	7.5*	43
O=C1NC(=O)c2c1cccc2[N+](=O)[O-]	92&95	100&112	114&83	115&106	88&100	102&105	95&108	99	126&93
CNC(=O)c1c(-c2ccc(F)cc2)noc1C	98	97	83	103	85	112	108	93	104
CN(C)c1ccc(C(=C2C=CC(=[N+](C)C)C=C2)c2ccc(N(C)C)cc2)cc1	-73*	-96*	-91*	-39*	-45*	-19*	-20*	-27*	-92*
Fc1ccc(-n2cc(-c3ccccc3)c3c2ncn2nc(-c4ccc(Cl)cc4)nc32)cc1	83	90	128	103	84	98	94	66	79
COC(=O)N1CCCC1	96	99	117	104	94	113	107	105	104
Cc1cc(Cl)nc(N(CCCNc2ccnc3cc(Cl)ccc23)Cc2cccs2)n1	41	26	20	7.1*	-0.3*	0.2*	-13*	nt	0.4*
COC(=O)/C=C1/CC[C@H]2[C@@H]3CCC4=CC(=O)CC[C@]4(C)[C@H]3C(=O)C[C@]12C	92	95	119	100	83	nt	99	88	107
CC(C)CCc1ccccc1O	101&104	93&106	101&90	102&101	95&86	103&104	102&108	103&98	118
COC(=O)c1ccc2c(c1)C(=O)N(c1ccc(C(=O)O)cc1)C2=O	95	107	90	104	90	101	101	96	105
Cc1nc2sccn2c1-c1nnc(SCC(C)C)o1	62	88	98	97	72	79	86	77	104
COC(=O)C1CC(OC(=O)CCl)Cc2cc(Cl)ccc2N1 (stereo not given)	96	106	92	102	78	106	102	95	125
COc1ccc([C@@H]2[C@@H](Cl)C(=O)N2c2cc(OC)c(OC)c(OC)c2)cc1C	54	32	-7.3*	9.3*	10	16	25	nt	20
O=C(Nc1cccc(-n2cc(-c3ccncc3)c(-c3ccc(Cl)c(O)c3)n2)c1)Nc1ccc(Cl)c(C(F)(F)F)c1	3.4*	6.6*	11	-44*	-30*	-17*	-26*	17	-76*
O=S(=O)(O)C1(O)CCc2ccccc2C1 (stereo not given)	92	101	96	104	101	99	84	98	113
CCOC(=O)c1ccccn1	106&104	105&102	95&110	115&105	85	104&102	98&98	104&116	123&121
COCCc1n(Cc2ccc3ccccc3c2)c2ccccc2[n+]1Cc1ccc2ccccc2c1	-7.1*	20	-19*	-65*	-54*	84	-24*	nt	-44*
CC(CCCN1CCCC1)Nc1ccnc2cc(Cl)ccc12 (stereo not given)	86	108	80	101	92	113	110	94	67
C=CC(=O)N1CCC=C(c2cc3c(N[C@H](C)c4ccccc4)ncnc3[nH]2)C1	58	6.8*	-28*	98	nt	74	83	14	-17*
NNC(=O)Oc1cccc2ccccc12	93	92	55	105	83	98	97	101	105
CC(=O)N1CC(=O)N/C(=C\c2cn(S(=O)(=O)c3ccccc3)c3ccc(C)cc23)C1=O	nt	87	nt	101	80	85	96	56	83
FC(F)(F)c1ccc(-c2nc(-c3nc4ncccc4[nH]3)cc3c2[nH]c2ccccc23)cc1	82	82	104	103	98	99	83	94	97
Cc1cc(C(=O)NN)no1	101	95	111	116	101	101	101	118	97
N=C(N)/N=C(\CCc1nc2ccccc2[nH]1)c1nc2ccccc2[nH]1	93	92	111	114	96	93	92	94	116
COc1ccc(-c2oc(=O)ccc2-c2cc(OC)c(OC)c(OC)c2)cc1F	83	87	83	56	51	58	81	53	91
O=C1C=CC(=O)N1c1ccccc1	88	-37*	105	110	-52*	98	98	nt	89
COc1cc(-c2nnc(SC/C(=N\O)c3ccccc3)o2)cc(OC)c1OC	89	95	69	102	79	86	86	93	104
CC(=O)c1cc2c(N)c(C(=O)Nc3cccc4ccccc34)sc2nc1C	81	48	14	7.2*	13	16	35	nt	10
CC(=O)C[N+](C)(C)C	108	103	99	100	92	100	103	89	110
CC(C)CSc1nc(-c2ccc(F)cc2)c(C#N)c(N2CCOCC2)n1	87	91	nt	nt	85	85	99	nt	93
O=C(NCc1ccc(Cn2c(=O)sn(-c3ccccc3)c2=O)cc1)OCc1ccc2cccc(O)c2n1	36	-100*	39	27	-53*	-28*	-67*	-86*	-94*
O=C(c1ccccc1)c1ccc2nc(-c3ccc(F)cc3)[nH]c2c1	25	57	91	51	-60*	58	nt	41	49
COCCCn1c(=N)c(S(=O)(=O)c2ccccc2)cc2c(=O)n3ccccc3nc21	107	111	nt	114	94	94	94	94	113
COc1ccc(N)c(-c2cc3c(c4c2[nH]c2ccc(OC)cc24)CCCC3)c1	nt	89	89	83	57	86	91	67	87
COc1ccc(C=O)c(OC)c1	103	92	90	108	91	97	95	94	123
CN(C)C(=O)COc1ccc(N)cc1	89	94	120	108	91	104	92	nt	105
O=C(C[n+]1cccc(Br)c1)c1ccc(I)cc1	96	105	88	106	80	102	100	96	118

Profiles as entered above. Order of screens: NCI-H226 | ACHN | A498 | NCI-H460 | NCI-H522 | NCI/ADR-RES | NCI-H23 | CAKI-1 | RXF 393
COc1cc(-c2nnc(SC/C(=N\O)c3ccccc3)o2)cc(OC)c1OC as listed: 89 | 95 | 69 | 102 | 79 | 86 | 86 | 93 | 104
O=C(NCc1ccc(Cn2c(=O)sn(-c3ccccc3)c2=O)cc1)OCc1ccc2cccc(O)c2n1 as listed: 36 | -100* | 39 | 27 | -53* | -28* | -67* | -86* | -94*
N=C(N)/N=C(\CCc1nc2ccccc2[nH]1)c1nc2ccccc2[nH]1 as listed: 93 | 92 | 111 | 114 | 96 | 93 | 92 | 94 | 116
NNC(=O)Oc1cccc2ccccc12 as listed: 93 | 92 | 55 | 105 | 83 | 98 | 97 | 101 | 105
CC(=O)c1cc2c(N)c(C(=O)Nc3cccc4ccccc34)sc2nc1C as listed: 81 | 48 | 14 | 7.2* | 13 | 16 | 35 | nt | 10

Other entries follow.
SMILES	NCI-H226	ACHN	A498	NCI-H460	NCI-H522	NCI/ADR-RES	NCI-H23	CAKI-1	RXF 393
COc1ccc2c(c1)C(=O)/C(=C/c1ccc(OCC(=O)Nc3nccs3)cc1)O2	94	49	100	90	-61*	57	2.1*	-78*	32
CC(=O)C(Cc1ccccc1)C(=O)c1ccccc1 (stereo not given)	98	102	84	105	83	113	106	96	105
O=C1/C(=C/c2ccc(C(F)(F)F)cc2)COc2ccc(O)c(O)c21	81	-58*	116	26	-50*	-12*	38	-24*	24
CCN(C(C)=O)c1ccc([N+](=O)[O-])cc1	99	113	82	104	104	102	101	102	106
CCOC(=O)c1ccc(N=NC2C(=O)N(c3ccccc3)N=C2C)cc1 (stereo not given)	86	97	89	105	82	101	92	104	94
C[C@]1(O)C(=O)[C@@]2(C)C[C@H](O)[C@@]3(F)[C@@H](CCC4=CC(=O)C=C[C@@]43C)[C@@H]2C[C@H]1O	79	101	nt	107	105	97	97	86	115
CCC(=O)OC1=C(C)SC2=NC(c3ccc(N)cc3)=CC(c3ccc(Cl)cc3)N21 (stereo not given)	90	91	96	103	90	97	95	79	93
O=S(=O)(Cc1ccccc1)C(c1ccccc1)S(=O)(=O)Cc1ccccc1	84	104	102	107	100	nt	99	99	103
CC(=O)CC(=O)Nc1ncccn1	85	98	89	104	93	101	91	71	97
Clc1ncnc2c1ncn2Cc1ccccc1	100	96	94	108	99	105	101	94	118
CCOC(=O)C1=C(O)CSC1=Nc1ccc(N=C2SCC(O)=C2C(=O)OCC)cc1	93	101	77	97	92	104	100	102	102
COc1ccc(-c2cc(-c3cccnc3)nc3sc4c(=O)[nH]c(-c5ccc(Cl)cc5)nc4c23)cc1OC	79	93	91	91	79	98	99	86	103
CCN(CC)CCN1C(=O)c2cccc3c(/C=C/CN4C(=O)c5cccc6cccc(c56)C4=O)ccc(c23)C1=O	93	97	78	99	98	100	98	89	74
COc1ccc(S(=O)(=O)NCCCNc2nccc(-c3cn(C(C)(C)C)nc3-c3ccc(F)c(OC)c3)n2)cc1	91	93	87	96	90	100	108	68	93
COC1=CC(c2ccc[nH]2)=N/C1=C\c1[nH]c(C)c(C(=O)OCc2ccccc2)c1C	-25*	-86*	-38*	-12*	-60*	0.9*	-16*	-41*	-18*
C[C@@H](O)[C@H](N)C(=O)O	104	110	105	107	95	103	98	103	99
COc1ccc(Cc2noc(-c3cc(OC)c(OC)c(OC)c3)n2)cc1	92	99	84	105	90	97	102	95	97
C=CCn1c(SCC(=O)NCc2cc(C)c(O)c(C)c2)nc2ccc(Cl)cc2c1=O	87	99	106	107	94	97	101	112	99
CC(=O)NC(CCCCNC(=O)CSCCNC(=O)CCNC(=O)[C@H](O)C(C)(C)COP(=O)(O)OP(=O)(O)OC[C@H]1O[C@@H](n2cnc3c(N)ncnc32)[C@H](O)[C@@H]1OP(=O)(O)O)C(=O)NC(Cc1ccc(O)cc1)C(=O)NCC(=O)NC(CCCNC(=N)N)C(=O)NC(CCCCN)C(=O)NC(CCCCN)C(=O)NC(CCCNC(=N)N)C(=O)NC(CCCNC(=N)N)C(=O)NC(CCC(N)=O)C(=O)NC(CCCNC(=N)N)C(=O)NC(CCCNC(=N)N)C(=O)NC(CCCNC(=N)N)C(=O)O (stereo not given in full)	nt	109[2.5 µM]	112[2.5 µM]	109[2.5 µM]	93[2.5 µM]	116[2.5 µM]	114[2.5 µM]	nt	nt
CC1(C)[C@@H](O)CC[C@]2(C)[C@H]3CC[C@@H]4[C@H]5[C@H](C(=O)/C=C\c6ccncc6)CC[C@]5(O)CC[C@@]4(C)[C@]3(C)CC[C@@H]12	28	52	47	63	nt	25	49	35	-14*

Three of the compounds above, with two lines to a compound:
Values in the order: NCI-H226, ACHN, A498, NCI-H460, NCI-H522, NCI/ADR-RES, NCI-H23, CAKI-1, RXF 393
COC(=O)C1CC(OC(=O)CCl)Cc2cc(Cl)ccc2N1 (stereo not given)
  96, 106, 92, 102, 78, 106, 102, 95, 125
COc1ccc([C@@H]2[C@@H](Cl)C(=O)N2c2cc(OC)c(OC)c(OC)c2)cc1C
  54, 32, -7.3*, 9.3*, 10, 16, 25, nt, 20
O=C(Nc1cccc(-n2cc(-c3ccncc3)c(-c3ccc(Cl)c(O)c3)n2)c1)Nc1ccc(Cl)c(C(F)(F)F)c1
  3.4*, 6.6*, 11, -44*, -30*, -17*, -26*, 17, -76*

Additional compounds:
SMILES	NCI-H226	ACHN	A498	NCI-H460	NCI-H522	NCI/ADR-RES	NCI-H23	CAKI-1	RXF 393
CNc1nc(C)nc(NC)n1	99	107	106	105	100	109	97	101	129
O=S(=O)(NCCCNc1nccc(-c2c(-c3ccc(F)c(O)c3)nc3sccn23)n1)c1ccc(F)cc1	11	6.1*	-11*	6.3*	-9.1*	48	2.4*	8.2*	nt
O=[N+]([O-])C1CC2C=CC1C2 (stereo not given)	95	106	78	108	101	96	100	95	99
Oc1ccc2ccccc2c1CN(Cc1ccccc1)Cc1cc(Cl)cc(Cl)c1O	99	103	95	107	90	97	86	nt	95
O=C(Nc1nc(-c2ccc(F)cc2)cc(-c2ccc(Cl)cc2)n1)c1ccncc1	84	94	56	93	78	86	88	80	77
O=C(Oc1ccc(Cl)cc1Cl)c1cccs1	103	nt	85	106	68	109	99	nt	111
COc1ccc(/C(C)=C(\c2ccc(Cl)cc2)c2ccc(OCCN3CCCC3)cc2)cc1	85	60	79	2.9*	70	71	59	24	33
COc1cc(-c2ccc(N=Nc3ccc4c(S(=O)(=O)O)ccc(N)c4c3O)c(OC)c2)ccc1N=Nc1ccc2c(S(=O)(=O)O)ccc(N)c2c1O	102	103	124	108	105	109	101	nt	93
Cc1cc(C(=O)CCCC(=O)c2cc(C)c(O)c(C)c2)cc(C)c1O	85	91	92	112	91	98	100	93	84
CSc1nc2c(c(=O)[nH]1)C1(C(=O)N(Cc3ccccc3)c3ccccc31)c1c(nc(SC)[nH]c1=O)N2	89	105	83	96	118	101	97	99	105
C/C(=C\CSCC(NC(=O)CCC(=O)O)C(=O)O)CCCC(C)CCCC(C)CCCC(C)C (stereo not given)	92	98	75	101	93	96	96	92	107
CN(C(=O)c1ccc(C(F)(F)F)cc1)c1sc2c(c1C#N)CCC(=O)C2	99	90	106	98	24	89	67	90	nt
Nc1cc2ccccc2c(=O)n1NC(=O)c1ccccc1	81	93	145	105	89	102	87	84	104
